Screening results: PubChem BioAssay, several laboratories
M. tuberculosis GlmU – inhibition of mycobacterial GlmU enzyme – biochemical, glucosamine-1-phosphate acetyltransferase (AID 1376); inhibition, %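 (tested at 30 µM in the primary screen)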; hits with a dose series show IC50 in µM; 0.25% of 220,000 active; M. tuberculosis GlmU acetyltransferase enzyme assay; higher % means a stronger effect; in the data active = inhibition above about 13%; inconclusive = no clear call, values can overlap the other calls;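 note: 0% = complete reaction with vehicle and 100% = reaction without substrate; strong numbers were not always called active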
Mtb RmlCD inh – blocks M. tuberculosis RmlC and RmlD coupled enzymes. P9WH09+P9WH11. 0.03% of 160,000 active. RmlC+RmlD coupled enzyme assay, percent inhibition; primary screen in compound mixtures. inhibition, % at 3.6 µM. AID 1533; in the data active = inhibition mostly above about 34%, no sharp cut-off; inconclusive = no clear call, values can overlap the other calls; inactive = mostly below about 22%; note: some results filed as inactive read as strong as hits
Target sequence (P9WH09 whole entry, looked up): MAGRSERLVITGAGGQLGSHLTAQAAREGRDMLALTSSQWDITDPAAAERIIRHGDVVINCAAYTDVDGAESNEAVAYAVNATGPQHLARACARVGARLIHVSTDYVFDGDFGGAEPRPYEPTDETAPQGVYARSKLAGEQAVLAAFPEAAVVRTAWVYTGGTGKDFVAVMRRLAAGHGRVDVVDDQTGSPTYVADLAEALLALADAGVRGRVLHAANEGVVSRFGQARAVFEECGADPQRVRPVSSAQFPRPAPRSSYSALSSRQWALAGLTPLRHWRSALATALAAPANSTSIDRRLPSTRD
Target sequence (P9WH11 whole entry, looked up): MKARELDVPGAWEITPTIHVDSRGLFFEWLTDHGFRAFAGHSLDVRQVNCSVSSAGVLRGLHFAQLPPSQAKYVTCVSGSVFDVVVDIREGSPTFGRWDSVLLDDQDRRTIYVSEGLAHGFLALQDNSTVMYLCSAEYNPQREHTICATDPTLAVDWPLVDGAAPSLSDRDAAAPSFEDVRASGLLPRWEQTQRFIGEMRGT
* marks the source's active call; other numbers are inactive results.

O=C(NCCCn1ccnc1)c1cc2cc([N+](=O)[O-])ccc2oc1=O was read as M. tuberculosis GlmU 4.6% and Mtb RmlCD inh -11.
Screening Cc1cc(C)c(N=C2SCC(=O)N2Cc2ccco2)c(C)c1 returned M. tuberculosis GlmU 3.2% and Mtb RmlCD inh 5.
Screening CCOC(=O)CCCSc1nc(-c2ccc3c(c2)OCO3)cc(C(F)(F)F)c1C#N returned M. tuberculosis GlmU 3.4% and Mtb RmlCD inh 3.
`CCC(C)(C)n1nnnc1CN1CCC(NC(=O)c2ccccc2C)CC1` gave M. tuberculosis GlmU 1.3%.
`COc1ccc(CCNC2CC(=O)N(CCc3ccc(OC)c(OC)c3)C2=O)cc1OC` (centres undefined) gave M. tuberculosis GlmU 6.9% and Mtb RmlCD inh 23.
`COc1ccc(N2C(=O)CC(Sc3nc(C)c4c(n3)CCCC4)C2=O)cc1` (centres undefined) gave M. tuberculosis GlmU -2.4%.
For O=C(O)c1cccc(N2C(=O)c3cccnc3C2=O)c1 the results were M. tuberculosis GlmU -1.1% and Mtb RmlCD inh -5.
Screening COC(=O)c1sc(S(=O)(=O)N2CCC(C)CC2)c(C(=O)OC)c1C returned M. tuberculosis GlmU 4.4% and Mtb RmlCD inh -9.
`COC(=O)Nc1ccc(S(=O)(=O)N2CCC(Cc3ccccc3)CC2)cc1` gave M. tuberculosis GlmU -4.0%.
COc1cccc(-c2nc(-c3ccccn3)no2)c1 was read as M. tuberculosis GlmU 3.2% and Mtb RmlCD inh -7.
`COc1ccc(S(=O)(=O)Nc2cccc(/C=C/C(=O)O)c2)cc1` gave M. tuberculosis GlmU 1.9% and Mtb RmlCD inh -5.
For CCN(CC)S(=O)(=O)c1cc(C(=O)Nc2cccnc2)ccc1Cl the results were M. tuberculosis GlmU -0.3% and Mtb RmlCD inh -13.
For CCCOc1ccc2c3c(c(=O)oc2c1OCCC)CCC3 the results were M. tuberculosis GlmU 7.9%.
Screening Cc1cccc(NC2=NCCCS2)c1C returned M. tuberculosis GlmU 5.1%.
`C/C(=N\OC(=O)c1c(-c2ccccc2Cl)noc1C)c1nccs1` gave M. tuberculosis GlmU -4.4%.
Nc1nc(SCC(=O)Nc2ccccc2)[nH]c(=O)c1-c1ccccc1 was read as M. tuberculosis GlmU 0.8% and Mtb RmlCD inh 16.
Screening COc1ccc(-c2csc3nc(C(C)(C)C)oc(=O)c23)cc1OC returned M. tuberculosis GlmU -0.6% and Mtb RmlCD inh -17.
Nc1cccc(-c2cn3cc(C(F)(F)F)cc(Cl)c3n2)c1 was read as M. tuberculosis GlmU -3.0%.
Screening CCOc1ccccc1N/C(=C(/C(Cl)=C(Cl)Cl)[N+](=O)[O-])n1cncn1 returned M. tuberculosis GlmU 1.8%.
`CC(=O)N1CCN(S(=O)(=O)c2cccc(C(=O)NC3CCCc4ccccc43)c2)CC1` (centres undefined) gave M. tuberculosis GlmU 1.1%.

Pulled by structure from above:
Screening Cc1cccc(NC2=NCCCS2)c1C returned M. tuberculosis GlmU 5.1%.
`CC(=O)N1CCN(S(=O)(=O)c2cccc(C(=O)NC3CCCc4ccccc43)c2)CC1` (centres undefined) gave M. tuberculosis GlmU 1.1%.
`COc1ccc(CCNC2CC(=O)N(CCc3ccc(OC)c(OC)c3)C2=O)cc1OC` (centres undefined) gave M. tuberculosis GlmU 6.9% and Mtb RmlCD inh 23.

More records.
N#Cc1c(N)nc2c(c1-c1cccnc1)CCCCC2 was read as M. tuberculosis GlmU 7.9% and Mtb RmlCD inh -21.
`O=C(O)C1CC(=O)N(c2ccc(F)cc2)C1` (centres undefined) gave M. tuberculosis GlmU 2.4% and Mtb RmlCD inh 7.
CCC(=O)OCC(=O)Nc1cc([N+](=O)[O-])ccc1Cl was read as M. tuberculosis GlmU 3.1% and Mtb RmlCD inh -13.
`COc1ccc2nc(NC(=O)C3CCCN3S(=O)(=O)c3ccc(C)cc3)sc2c1` (centres undefined) gave M. tuberculosis GlmU 0.8%.
For O=C(Nc1ccccc1F)N1CCCC1c1cccnc1 (centres undefined) the results were M. tuberculosis GlmU -2.9%.
Screening O=C(C1COc2ccccc2O1)N1CCN(Cc2ccc3c(c2)OCO3)CC1 (centres undefined) returned M. tuberculosis GlmU inconclusive and Mtb RmlCD inh 6.
CCOC(=O)CCCNC(=O)CCNC(=O)c1ccc(OCC)cc1 was read as M. tuberculosis GlmU -1.8% and Mtb RmlCD inh -4.
CC1(C)CC(=O)C/C(=N\NC(=S)NCc2ccccc2)C1 was read as M. tuberculosis GlmU 3.3% and Mtb RmlCD inh -10.
`COc1ccc(-n2cc(-c3ccccc3)c3c(=O)[nH]cnc32)cc1` gave M. tuberculosis GlmU -1.4% and Mtb RmlCD inh 3.
O=C(Cc1ccccc1)N/N=C/c1ccc[nH]1 was read as M. tuberculosis GlmU 2.3% and Mtb RmlCD inh 10.
Screening CS(=O)(=O)N(CC(N)=O)c1ccc2c(c1)OCO2 returned M. tuberculosis GlmU -0.3%.
For Cc1cc(C(=O)NC2CCCCC2)c2cc(F)ccc2n1 the results were M. tuberculosis GlmU 0.6% and Mtb RmlCD inh -11.
For O=C(O)COc1ccccc1C(Nc1cccnc1)c1cc(Cl)c2cccnc2c1O (centres undefined) the results were M. tuberculosis GlmU 0.7% and Mtb RmlCD inh -11.
For O=Cc1ccc(Oc2cccc(C(F)(F)F)c2)nc1 the results were M. tuberculosis GlmU -4.1% and Mtb RmlCD inh 3.
CCC(C(=O)NC1CCCC1)N(Cc1ccco1)C(=O)Cn1nnc(-c2ccc(C)cc2)n1 (centres undefined) was read as M. tuberculosis GlmU 3.1% and Mtb RmlCD inh -5.
`COCCOC(=O)C(C#N)c1nc2ccccc2nc1N1CCCC1` (centres undefined) gave M. tuberculosis GlmU -5.9% and Mtb RmlCD inh 8.
For Cc1ccc(C)c2c1[nH]c1ccccc12 the results were M. tuberculosis GlmU -3.9% and Mtb RmlCD inh 1.
`FC(F)(F)C1CC(c2cccs2)Nc2ncnn21` (centres undefined) gave M. tuberculosis GlmU 6.4%.
Screening COC(=O)c1cnc(SC)nc1C returned M. tuberculosis GlmU -0.4% and Mtb RmlCD inh -8.
Screening O=C(O)c1ccc(N/N=C/c2ccc(-c3cccc(Cl)c3)o2)cc1 returned M. tuberculosis GlmU 7.4% and Mtb RmlCD inh 6.
`Cc1noc(C)c1/C=N/Nc1ccccn1` gave M. tuberculosis GlmU 6.9% and Mtb RmlCD inh -11.
`O=C1CC(=O)C(n2cncn2)C(c2c(F)cccc2Cl)C1` (centres undefined) gave M. tuberculosis GlmU -0.1% and Mtb RmlCD inh 5.
For COc1ccc(C2=NN(c3ccccc3)C(=O)/C2=C\c2ccc(O)c(OC)c2)cc1 the results were M. tuberculosis GlmU 2.8% and Mtb RmlCD inh -11.
For CC(=O)NCC(=O)OCC(=O)c1ccc(C)cc1 the results were M. tuberculosis GlmU -4.0% and Mtb RmlCD inh 99.
Screening CCN1CCN(CC(=O)Nc2cc(C)on2)CC1 returned M. tuberculosis GlmU 3.0% and Mtb RmlCD inh 7.
Screening O=C(Cc1nc2ccccc2[nH]c1=O)c1ccccc1 returned M. tuberculosis GlmU -1.1% and Mtb RmlCD inh 4.
`O=C(Nc1c(-c2cccs2)nc2ccccn12)c1ccccc1F` gave M. tuberculosis GlmU 0.7% and Mtb RmlCD inh -14.
O=C(CN(Cc1ccco1)C(=O)CNS(=O)(=O)c1ccccc1)NC1CCCCC1 was read as M. tuberculosis GlmU -7.0% and Mtb RmlCD inh -10.
For CCOC(=O)c1c(NC(=O)c2cccnc2Cl)sc(C(=O)N(C)C)c1C the results were M. tuberculosis GlmU -7.5% and Mtb RmlCD inh -8.
`CCOc1cc(CNC(=O)CN2C(=O)c3ccccc3S2(=O)=O)ccc1OC` gave M. tuberculosis GlmU 0.7% and Mtb RmlCD inh -5.
S=C(NCCN1CCOCC1)Nc1cccc(Cl)c1 was read as M. tuberculosis GlmU -8.5% and Mtb RmlCD inh 0.
`CC(O)Cc1nsc(NC(=O)c2ccc(Br)o2)n1` (centres undefined) gave M. tuberculosis GlmU 0.1%.
Screening CC(=O)c1ccc(N2CCN(C(C)C(=O)NC3CCCc4ccccc43)CC2)cc1 (centres undefined) returned M. tuberculosis GlmU 5.9% and Mtb RmlCD inh -11.
`c1coc(CN2CCN(C(c3cccs3)c3nnnn3C3CCCC3)CC2)c1` (centres undefined) gave M. tuberculosis GlmU -5.8%.
Nc1nc(SCc2ccc([N+](=O)[O-])cc2)c2ncn(C3OC(CO)C(O)C3O)c2n1 (centres undefined) was read as M. tuberculosis GlmU -3.8% and Mtb RmlCD inh 12.
`Cc1cccc(NC(=O)CN(C)S(=O)(=O)c2cccc3cccnc23)c1C` gave M. tuberculosis GlmU 1.5% and Mtb RmlCD inh -5.
For COC(=O)c1cc2ccsc2n1CC(=O)N1CCCc2ccccc21 the results were M. tuberculosis GlmU -5.8% and Mtb RmlCD inh 42.
`Cc1ccc(C(=O)NC(=S)Nc2ccc(-c3ccc(CO)o3)cc2)cc1` gave M. tuberculosis GlmU -2.1% and Mtb RmlCD inh 1.
For CC1=C(C)CC(C(=O)Nc2ccc(C(=O)N3CCOCC3)cc2)C(C(=O)O)C1 (centres undefined) the results were M. tuberculosis GlmU 7.8%.
`Cc1ccc(Cl)cc1N1CCN(C(=S)NCCc2ccccc2)CC1` gave M. tuberculosis GlmU -4.5%.
For COc1ccccc1CNC(=O)c1ccc(OC(C)C)cc1 the results were M. tuberculosis GlmU -4.7% and Mtb RmlCD inh 3.
Screening O=C(COc1cccnc1[N+](=O)[O-])NCCc1ccc(Cl)cc1Cl returned M. tuberculosis GlmU 1.4% and Mtb RmlCD inh -8.
`c1ccc(-n2nnnc2-n2ccnc2)cc1` gave M. tuberculosis GlmU -3.8% and Mtb RmlCD inh -7.
`Cc1cc2cc(CCNC(=O)c3ccc(Br)o3)c(=O)[nH]c2cc1C` gave M. tuberculosis GlmU -2.4% and Mtb RmlCD inh -2.
`Cc1ccc(-c2cc(C(F)(F)F)n3nc(C(=O)NCCCn4ccnc4)cc3n2)cc1C` gave M. tuberculosis GlmU -8.9% and Mtb RmlCD inh 29.
Screening Cc1cc(C)cc(NC(=O)C2CCN(c3nccs3)CC2)c1 returned M. tuberculosis GlmU 1.3% and Mtb RmlCD inh 0.
For CN(C)S(=O)(=O)c1cc(S(=O)(=O)N(C)C)c(Cl)cc1N the results were M. tuberculosis GlmU 9.2% and Mtb RmlCD inh 12.
For CCC(=O)Nc1cccc(C(=O)OC)c1 the results were M. tuberculosis GlmU 6.9% and Mtb RmlCD inh -6.
`CCCCC(=O)Nc1ccc(NC(=O)c2cccnc2)cn1` gave M. tuberculosis GlmU 3.0%.
For NC(=O)c1sc2nc(N3CCCCC3)c3c(c2c1N)CCCC3 the results were M. tuberculosis GlmU 1.1% and Mtb RmlCD inh -7.
Screening COc1cc(CCC(=O)OCC(=O)Nc2c(C)cccc2C(C)C)cc(OC)c1OC returned M. tuberculosis GlmU -1.8% and Mtb RmlCD inh -6.
`Cc1ccc2c(c1)CCCN2C(=O)c1ccoc1C` gave M. tuberculosis GlmU 5.9% and Mtb RmlCD inh -4.
Screening CC1(C)C2CCC1(CS(=O)(=O)Nc1ccc(S(=O)(=O)N3CCCC3)cc1)C(=O)C2 (centres undefined) returned M. tuberculosis GlmU -1.3% and Mtb RmlCD inh 7.
Cc1ccc(CNC(=O)C2CCC(CNc3c(N4CCOCC4)c(=O)c3=O)CC2)cc1 (centres undefined) was read as M. tuberculosis GlmU 4.8% and Mtb RmlCD inh -1.
CCCCCCN(C(=O)CCCCCN1C(=O)NC(c2ccc(C(C)(C)C)cc2)C(C(=O)OCc2ccccc2)=C1C)C(C(=O)NCCCC)c1ccc(OCC(=O)OC)c(C(=O)OC)c1 (centres undefined) was read as M. tuberculosis GlmU 6.5% and Mtb RmlCD inh 5.
`Cc1cc(Nc2c(C)cccc2C)n2nc(C)nc2n1` gave M. tuberculosis GlmU -3.1% and Mtb RmlCD inh 10.
For O=C(NCc1csc(-c2cccs2)n1)Nc1ccc(F)cc1F the results were M. tuberculosis GlmU 2.9% and Mtb RmlCD inh -14.
Screening C=CCOc1c(Br)cc(/C=C(\C#N)C(N)=O)cc1OC returned M. tuberculosis GlmU -5.1%.
CCc1ccc(N2CC(C(=O)Nc3nnc(CC)s3)CC2=O)cc1 (centres undefined) was read as M. tuberculosis GlmU -6.2% and Mtb RmlCD inh 5.
`COc1cc(C(=O)NNC2=NC(C)(C)Cc3cc(C)c(C)cc32)cc(OC)c1OC` gave M. tuberculosis GlmU -2.3% and Mtb RmlCD inh 11.

3 structures from above, ordered by formula weight, ascending:
For O=C(NCc1csc(-c2cccs2)n1)Nc1ccc(F)cc1F the results were M. tuberculosis GlmU 2.9% and Mtb RmlCD inh -14.
Cc1ccc(CNC(=O)C2CCC(CNc3c(N4CCOCC4)c(=O)c3=O)CC2)cc1 (centres undefined) was read as M. tuberculosis GlmU 4.8% and Mtb RmlCD inh -1.
`Cc1ccc(-c2cc(C(F)(F)F)n3nc(C(=O)NCCCn4ccnc4)cc3n2)cc1C` gave M. tuberculosis GlmU -8.9% and Mtb RmlCD inh 29.

(cont.)
O=C1c2ccccc2C(Nc2ccc(S(=O)(=O)N3CCCCCC3)cc2)N1c1ccccn1 (centres undefined) was read as M. tuberculosis GlmU -4.1% and Mtb RmlCD inh -2.
CC(=O)Nc1cccc(NC(=O)CSc2nnnn2C(C)C)c1 was read as M. tuberculosis GlmU 5.4% and Mtb RmlCD inh 10.
For Cc1cc(CNC(=O)CC2C(=O)NCCN2CC(c2ccccc2)c2ccccc2)on1 (centres undefined) the results were M. tuberculosis GlmU -6.1% and Mtb RmlCD inh -5.
For COCCCNCCOCCOc1ccccc1-c1ccccc1 the results were M. tuberculosis GlmU 1.3% and Mtb RmlCD inh -4.
COc1cc(OC)cc(-n2nnnc2SCC(=O)NCc2cccs2)c1 was read as M. tuberculosis GlmU -2.9% and Mtb RmlCD inh 10.

Not all compounds are listed. The share of hits here may be higher or lower than overall.
